# Screening data (PubChem)
# CF NFkB block: blocks PAF-induced NF-kB reporter in cystic fibrosis cells. inhibition, % at 5 µM. 360,000 compounds, 0.86% hits. AID 588850. KKLEB NF-kB-GFP reporter, GFP fluorescence overnight;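 active = at least 50% inhibition at 5 µM, scaled per plate between neutral and stimulator controls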;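 note: PAF is a Pseudomonas aeruginosa culture filtrate used as stimulus; plate controls were PAF-stimulated DMSO wells for no effect and unstimulated DMSO wells for full effect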
# HIF-2a inh: blocks HIF-2a reporter activity. 786-0 RCC cells HIF-2a reporter, luciferase luminescence, overnight. inhibition, % at 18.8 µM. 360,000 compounds, 0.72% hits;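 active = inhibition of the luminescence signal of 40% or more relative to plate controls, in a single-dose primary screen at 18.75 µM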
# NR2E3 ag-1: activates human NR2E3 receptor; Q9Y5X4; CHO-S Gal4-NCOR/VP16-NR2E3 two-hybrid, luciferase; inhibition of corepressor binding, % at 3.98 µM; 360,000 compounds, 0.35% hits; AID 602229;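 active = inhibition above the mean of all tested compounds plus 3 SD, cut at about 70% in these data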;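 note: 0% = DMSO with NR2E3 transfected cells and 100% = cells lacking NR2E3 construct; higher means lower luciferase signal from less NR2E3 corepressor binding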
# Target sequence (Q9Y5X4 whole entry, looked up, the tested form may be a part): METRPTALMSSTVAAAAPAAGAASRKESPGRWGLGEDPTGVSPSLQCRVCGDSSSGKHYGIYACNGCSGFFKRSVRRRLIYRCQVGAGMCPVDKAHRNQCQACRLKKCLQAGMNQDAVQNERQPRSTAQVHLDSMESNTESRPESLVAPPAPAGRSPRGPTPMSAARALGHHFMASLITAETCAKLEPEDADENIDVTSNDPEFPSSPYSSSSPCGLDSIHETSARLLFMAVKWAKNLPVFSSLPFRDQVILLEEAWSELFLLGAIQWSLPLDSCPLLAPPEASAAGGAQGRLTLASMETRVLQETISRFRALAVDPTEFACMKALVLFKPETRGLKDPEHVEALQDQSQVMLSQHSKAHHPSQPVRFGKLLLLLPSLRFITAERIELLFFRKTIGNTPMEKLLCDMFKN
# KKLEB tox: reduces viability of KKLEB cystic fibrosis airway cells | AID 602141 | KKLEB CF airway cells viability, ATPlite luminescence, overnight; hits give low values; cells stimulated with P. aeruginosa culture filtrate | 360,000 compounds, 0.36% hits | activity change (cytotoxicity), % at 5 µM;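 active = corrected activity change at or below -50% at 5 µM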
# TRAIL sens C8: sensitizes caspase-8 expressing cells to TRAIL; NB7+C8 cells + TRAIL, ATPlite viability luminescence; AID 624354; 360,000 compounds, 1% hits; inhibition (viability loss, TRAIL sensitization), % at 10 µM;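 active = compounds causing at least 50% loss of cell viability in the single-dose screen, relative to plate controls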
# LMP1 NFkB inh: reduces LMP1-driven NF-kappaB luciferase signal; LMP1-induced NF-kappaB luciferase reporter cells, luminescence; inhibition, % at 12.5 µM; AID 504558; 350,000 compounds, 0.69% hits; in the data active = inhibition above about 41%;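 note: 0% = neutral control wells and 100% = reference inhibitor control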
# TRPM1 prom inh: reduces MITF-dependent TRPM1 promoter luciferase signal; 330,000 compounds, 0.83% hits; inhibition, % at 12.5 µM; SK-MEL-5 TRPM1 promoter luciferase, 24 h;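 active = mean inhibition across replicates of 60% or more, whatever share of single replicates reaches that level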; note: values of inactives mirror those of a sister screen read the other way
# iPSC survival up: hiPSC single-cell survival enhancement. ATPlite luminescence; 100% = ROCK inhibitor wells, 0% = DMSO. survival enhancement, % at 20 µM. 360,000 compounds, 0.044% hits; in the data active = survival enhancement above about 18%;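 note: cells exposed to compounds for 16 hours before the ATP read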
# Shn3 inh set2: reduces Shn3 3'UTR luciferase signal in osteoblasts. Clone20 osteoblast Shn3 3'UTR firefly luciferase, 24 h. inhibition, % at 12.5 µM. 360,000 compounds, 0.52% hits;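 active = mean inhibition of at least 75% with every replicate also reaching 75%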;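 note: 0% = median of neutral control wells and 100% = pilot-screen positive control compound; some compounds past the cut are filed as inactive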
# NR2E3 ag-2: agonists of human nuclear receptor NR2E3; Q9Y5X4; GST-NR2E3/biotin-RetCOR TR-FRET, 1536-well; inhibition of corepressor binding, % at 4.78 µM; 320,000 compounds, 0.12% hits; AID 2300;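 active = percent inhibition above the cutoff of mean plus 3 SD of all tested compounds, set per screening campaign, cut at about 20% in these data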;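 note: 0% = DMSO wells and 100% = biotin wells as full block of FRET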
#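 System: GST-tagged NR2E3 plus biotinylated RetCOR corepressor; Buffer or medium: pH 7.5 Tris-based buffer; Probe or stimulus: RetCOR corepressor, biotinylated, 7 nM; Doses: compound at 4.8 µM, single dose; Schedule: 5 h incubation at 4 °C; Technique: time-resolved FRET; Evaluation: percent inhibition of TR-FRET ratio; Replication: one well per compound, singlicate testing.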
# Peg3 prom inh: reduces Peg3 promoter-driven luciferase expression in HeLa; HeLa PEG-Prom luciferase reporter, luminescence, overnight; inhibition, % at 20 µM; 360,000 compounds, 1.7% hits;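 active = inhibition of at least 50% at 20 µM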
# * marks the source's active call; other numbers are inactive results; / = no result given. The list is partial, so the mix of outcomes need not match the whole.
SMILES,CF NFkB block,HIF-2a inh,NR2E3 ag-1,KKLEB tox,TRAIL sens C8,LMP1 NFkB inh,TRPM1 prom inh,iPSC survival up,Shn3 inh set2,NR2E3 ag-2,Peg3 prom inh
CCc1ccccc1NS(=O)(=O)c1c(C(=O)N2CCCCCC2)c(C)n(C)c1C,3,11,-14,-9,-1,-6,12,-0.5,5,4,14
COc1ccc(N=N/C(=C\O)C(=O)c2cccs2)cc1,76*,-76,-47,-50,-10,13,7,-0.8,0,1,1
CNc1cncc(-c2ccc(F)c(F)c2)n1,3,-26,1,2,-6,/,/,4.5,-8,/,-28
CCC(=O)N1CCc2cc(S(=O)(=O)CCC(=O)NCc3ccccc3OC)ccc21,6,13,-47,1,0,-5,6,0.3,3,2,4
O=C(c1cc(C2CC2)nc2ccccc12)N1N=C(C(F)F)CC1(O)C(F)F (centres undefined),4,18,-3,4,-10,1,13,-1.0,7,2,21
Cn1cc([N+](=O)[O-])c(C(=O)NC2CCCCCC2)n1,-9,4,13,28,1,7,-1,0.1,-7,/,-4
CSc1ncnc2c1ncn2CCCNCc1ccccc1,-6,-1,-2,5,-20,1,/,0.8,-18,/,6
O=S(=O)(c1ccc(Br)cc1)N1CCN(c2ccc3nnc(-c4ccccc4)n3n2)CC1,10,-14,-19,-14,51*,-10,/,-0.3,0,1,42
COc1ccccc1C(=O)NCC(=O)N/N=C/c1cn[nH]c1-c1ccccc1,-8,13,3,-5,-6,7,-4,-1.0,23,-1,15
Cc1ccc(C(=O)N2CCCN(c3nc4cc5c(cc4cc3C#N)OCO5)CC2)cc1,-8,-7,-32,4,2,-3,22,-0.4,-2,3,19
COc1ccc(C(=O)C2CCCN(S(=O)(=O)N(C)C)C2)c(C)c1 (centres undefined),-4,10,-10,-5,-16,-6,5,-0.5,-14,-2,12
CC(C1CC1)N(Cc1ccccc1)C(=S)Nc1ccccc1Cl (centres undefined),-5,10,-20,-3,0,-3,10,-2.2,19,3,1
Cc1[nH]c2ccccc2c1C(=O)C(=O)NCCC1=CCCCC1,-18,-12,-27,1,-8,8,-11,-0.3,16,2,-18
Cc1ccccc1N1C(=O)CC(N(O)c2ccccc2)C1=O (centres undefined),1,-28,2,6,-12,2,18,2.1,1,-2,-8
COc1ccc(-c2noc(CSc3ccc(C)cc3)n2)cc1,-19,-166,-15,13,-1,-4,2,5.5,-25,1,-48

# Gathered by group, those above containing fluorine (2)
SMILES,CF NFkB block,HIF-2a inh,NR2E3 ag-1,KKLEB tox,TRAIL sens C8,LMP1 NFkB inh,TRPM1 prom inh,iPSC survival up,Shn3 inh set2,NR2E3 ag-2,Peg3 prom inh
CNc1cncc(-c2ccc(F)c(F)c2)n1,3,-26,1,2,-6,/,/,4.5,-8,/,-28
O=C(c1cc(C2CC2)nc2ccccc12)N1N=C(C(F)F)CC1(O)C(F)F (centres undefined),4,18,-3,4,-10,1,13,-1.0,7,2,21

# (continued)
SMILES,CF NFkB block,HIF-2a inh,NR2E3 ag-1,KKLEB tox,TRAIL sens C8,LMP1 NFkB inh,TRPM1 prom inh,iPSC survival up,Shn3 inh set2,NR2E3 ag-2,Peg3 prom inh
COc1ccc(-c2ccc(C#N)c(SCC(=O)NCc3ccco3)n2)cc1OC,5,19,1,-12,-10,25,12,2.0,-9,1,7
COc1ccc(/C=C(/NC(=O)c2cccc([N+](=O)[O-])c2)C(=O)O)cc1OC,4,9,-8,4,4,-7,14,2.9,-1,1,-2
C[C@@H]1CN(S(=O)(=O)c2c(F)cccc2F)CCN1S(=O)(=O)c1ccc2c(c1)OCCO2,4,-5,-12,-7,-13,-2,-14,-3.0,-16,/,11
COc1ccc(NC(=S)Nc2ccc(OCc3ccccc3)cc2)cc1OC,-14,-27,-9,2,-13,6,2,-2.5,5,-1,-18
CCCC(=O)Nc1ccc(C(=O)NNC(=O)c2ccccc2Br)cc1,-10,-19,-2,3,12,3,-14,-0.4,-32,0,9
COc1ccc(OC)c(CCNC(=O)C2CCN(c3ncnc4c3nc3n4CCCCC3)CC2)c1,-14,14,-22,-7,-7,5,10,-0.3,21,-2,15
Nc1n[nH]c(C2CC2)c1N=Nc1ccc(Cl)cc1,16,-34,-19,-2,-18,/,/,-0.5,-1,0,1
O=C(O)COc1ccc(NC(=O)c2ccco2)cc1,17,-1,17,-26,-24,-4,1,-2.9,4,5,-9
N#CC(=C1CCCC1)c1nc(-c2cc3ccccc3oc2=O)cs1,-4,-244,-75,-17,14,-33,-83,-1.8,-46,1,-213
COc1ccc(Cc2c(-c3cccc(Cl)c3)nc3ccc(Br)cn23)c(C)c1,14,-243,-44,-16,9,/,/,2.0,-66,/,-209
Cc1ccc(-c2csc(NC(=O)C[n+]3cc(-c4ccccc4)n4c3CCC4)n2)cc1,3,-106,-30,-2,10,/,/,-0.6,-26,-1,-111
CCCCCCOc1ccc(OC(=O)c2cccnc2)cc1,-10,-155,-11,18,10,-4,-27,3.1,-33,4,-73
O=C(CCc1ccccc1)Nc1ccc(NC(=O)c2ccco2)cc1,16,-64,-19,-2,2,8,-17,-0.9,-1,2,-32
CCOC(=O)N1CCN(CC(O)COc2ccc(CC)cc2)CC1 (centres undefined),-8,12,-2,12,-1,0,-6,0.8,0,1,4
CC(C)Oc1ccc(S(=O)(=O)N2CCCCC2)cc1NC(=O)C1CCC1,14,6,-7,-3,4,-1,-2,0.3,8,0,1
CC(=O)Nc1nnc(CCS(=O)(=O)c2ccc(Cl)cc2)s1,-10,6,-6,12,2,8,3,0.8,-2,/,9
CCc1cc(C(=O)N2CCN(c3ccccn3)CC2)sc1C,5,-47,-4,-3,-20,2,0,-0.3,-8,2,-7
O=C(c1nc2nc(-c3ccc(Cl)cc3)cc(C(F)(F)F)n2n1)N1CCOCC1,1,-18,-9,10,4,11,8,-3.6,14,0,10
O=C(CN1CCN(CCC(=O)Nc2ccccc2F)CC1)Nc1ccc(F)cc1,-13,7,-1,5,6,-4,10,1.2,-3,1,6
COc1ccc(CC(N)c2csc(Nc3nncc4ccccc34)n2)cc1 (centres undefined),7,-9,11,-17,21,/,/,-1.9,29,/,121*
CCOc1ccc(S(=O)(=O)N2CCN(C(=O)CN3C(=O)NC(C)(C)C3=O)CC2)cc1,14,6,-10,-2,-13,0,-8,1.0,0,2,7
Cc1ccc(/C=C/C(=O)O)cc1S(=O)(=O)N1CCCc2ccccc21,-16,7,-13,9,-21,-2,-9,1.1,-7,-4,12
COc1ccc(C(C(=O)NC2CCCCC2)N(C(=O)c2csnn2)C2CC2)cc1 (centres undefined),12,10,-12,9,-6,-4,-2,-0.6,-1,8,10
CCN(CC(=O)Nc1ccc([N+](=O)[O-])cc1OC)c1ccccc1,-20,-22,-17,8,-9,2,3,1.6,2,-2,7
COc1cc(OC)cc(C(=O)N2CCN(C(=O)c3ccc(OC)c(OC)c3)CC2)c1,13,12,-15,3,13,1,5,7.7,7,3,17
Cc1ccccc1NS(=O)(=O)c1cc(C(=O)NCc2ccncc2)ccc1Cl,13,-2,8,-6,-12,2,7,0.5,7,2,14
O=C1CCCN2N=C(SCC(=O)Nc3ccc(Cl)cc3)SC2=N1,-3,-13,1,7,-4,2,-1,-0.4,30,-2,-7
Cc1ccc(S(=O)(=O)NNC(=O)C(=O)NNS(=O)(=O)c2ccc(C)cc2)cc1,5,13,-6,6,-4,1,-5,1.0,2,2,11
CC1Cc2cc(S(=O)(=O)N3CCC(C(=O)Nc4ccccn4)CC3)ccc2N1C(=O)C1CCC1 (centres undefined),6,4,9,8,14,10,14,0.0,29,-1,5
COc1ccc(Nc2nc(N)nc(CCl)n2)cc1,28,-81,-18,-20,92*,-13,-66,-0.8,-15,2,-59
O=C(COC(=O)CCNS(=O)(=O)c1ccc(Cl)cc1)NCc1ccco1,-2,6,-11,-7,8,-2,3,-0.3,6,0,9
Cc1nc(NC(=O)CSc2nnc(-c3ccccc3)c(-c3ccccc3)n2)c(Cl)cc1Cl,-16,-6,7,-14,-14,-19,-6,-0.8,15,-4,-1
Cc1occc1-c1nnc(SCC(=O)NC(C)(C)C)n1CC(C)C,4,-2,-5,-9,0,-9,7,-0.7,8,-1,-14
Cc1ccc2oc(C(Cl)(Cl)Cl)cc(=O)c2c1,43,33,3,-31,8,3,67*,-3.6,42,0,63*
Cc1cc[n+](-c2[nH]c(=O)sc2/C=N/NC(=O)c2ccccc2[O-])cc1C,-6,3,-33,4,0,2,8,-0.1,3,-5,4
CCOc1ccc2[nH]cc(S(=O)(=O)c3ccc(C)cc3)c(=O)c2c1,-2,10,-1,-13,0,5,-8,-0.3,21,6,-1
COc1cccc(C(C#N)N2CCOCC2)c1 (centres undefined),-2,5,-15,4,2,-4,-2,7.4,0,-2,4
O=C(/C=C/c1ccccc1)Nc1ccc(N2CCCCC2)cc1,8,-163,-61,-10,24,-15,-31,-1.6,-24,-3,-118
Cc1ccc(N2CSC3=C(C#N)C(c4cccs4)CC(=O)N3C2)cc1 (centres undefined),-26,-97,-30,21,-11,-9,-15,-2.4,-63,24*,-55
CCc1ccc2[nH]c(=O)c(CN(CCO)C(=O)NCc3ccccc3)cc2c1,-4,22,25,0,-11,-1,0,7.0,-3,1,29
Cc1nnc(SCC(=O)NC2CCCCCC2)n1C,-2,7,-39,6,-6,-2,-7,1.1,10,1,6
COc1ccc(OC)c(S(=O)(=O)N2Cc3ccccc3CC2C(=O)Nc2nccs2)c1 (centres undefined),6,-177,-42,1,3,-28,-48,-0.1,-44,8,-181
COc1ccc(Cl)cc1NC(=O)COC(=O)CCCN1C(=O)c2ccccc2C1=O,-7,19,-25,-1,-9,-3,5,-0.4,-7,-5,7
O=C(COc1ccc2ccccc2c1)Nc1ccncc1,-1,-110,-3,9,27,2,-24,-0.5,37,4,-65
Cn1cccc1C(=O)/C(C#N)=C/c1ccc(F)cc1,12,8,6,-4,-6,-1,11,0.2,2,0,-7
COc1ccc(NC(=O)CSc2nc(O)cc(=O)n2-c2ccccc2OC)cc1,10,-1,-8,0,2,2,-1,1.2,7,2,-2
COc1ccc(CN(CC(=O)NC(C)C)C(=O)CCC(=O)Nc2nccs2)cc1,-24,-2,-1,7,-3,3,/,-0.1,-7,2,10
COC(=O)C(C)Oc1ccc2c(-c3cccc([N+](=O)[O-])c3)cc(=O)oc2c1 (centres undefined),15,0,16,-17,3,-2,-1,2.2,-3,3,11
COC(=O)N/N=C\c1cccc(OC(=O)c2cccs2)c1,-3,3,-15,7,13,-8,-11,0.2,-15,3,-27
Cc1ccc(C)c(C(=O)C(C)Sc2nc3nn(-c4ccccc4)c(=O)c-3c3n2CCCCC3)c1 (centres undefined),7,-1,17,2,2,-1,5,-0.6,-11,2,5
Cc1ccc(S(=O)(=O)NCc2ccc(C(=O)N3CCCC3)cc2)cc1,-3,22,-20,8,-6,10,3,-1.1,-1,-4,12
O=C1CCC(=O)N1CC(O)COc1ccccc1 (centres undefined),-14,10,-24,6,-11,7,-30,-0.8,3,0,1
